Bioassay records deposited in PubChem by Southern Research Specialized Biocontainment Screening Center.
inhibitors of VEEV = inhibitors of VEEV TC-83 cytopathic effect, confirmation, Vero cells (AID 588727); Vero cells, VEEV TC-83 cytopathic effect inhibition; higher % means a stronger effect; inhibition, % at 20 µM, or IC50 in µM where a hit was titrated; 350,000 tested, 0.13% active; in the data active = a potency from the dose series; inconclusive = inhibition mostly from about 14% at the one dose, without a potency; inactive = the rest, 99 in 100 with inhibition below about 12%; note: strong numbers were not always called active
H37Rv inhibition = M. tuberculosis growth inhibition, HTS (AID 449762); M. tuberculosis H37Rv growth inhibition, 7H9 media; higher % means a stronger effect; inhibition, % at 25 µM, or IC50 in µM where a hit was titrated; 330,000 tested, 0.59% active; in the data active = a potency from the dose series; inconclusive = inhibition above about 70% without an active follow-up result;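 note: bacterial growth assessed after seven days of incubation; strong numbers were not always called active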
influenza NS1A = H1N1 influenza NS1A inhibitors, functional cell based assay (AID 504329). NS1A functional cell-based assay, percent inhibition; higher % means a stronger effect. inhibition, % at 12.5 µM; hits with a dose series show IC50 in µM. 340,000 tested, 0.3% active; in the data active = a potency from the dose series; inconclusive = inhibition above about 27% without an active follow-up result; note: strong numbers were not always called active
PhoP GFP inhibition = Inhibition of PhoP regulon, Salmonella typhi GFP reporter cells, confirmation, 4 h (AID 1850); Salmonella Typhi PhoP-promoter GFP reporter, fluorescence, 4 h; higher % means a stronger effect; one-dose inhibition, % at 50 µM; IC50 in µM for titrated hits; 310,000 tested, 0.33% active; in the data active = a potency from the dose series; inconclusive = inhibition mostly from about 25% at the one dose, without a potency; inactive = the rest, 99 in 100 with inhibition below about 19%;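 note: 0% = induced wells with vehicle and 100% = uninduced wells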
M. tuberculosis = growth inhibition of non-replicating M. tuberculosis (AID 488890); Mycobacterium tuberculosis non-replicating, growth inhibition; higher % means a stronger effect; inhibition, % at 25 µM; hits with a dose series show IC50 in µM; 320,000 tested, 0.39% active; in the data active = a potency from the dose series; inconclusive = inhibition mostly from about 82% at the one dose, without a potency; inactive = the rest, 99 in 100 with inhibition below about 76%;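 note: plate controls were DMSO cells for no effect and high antibiotic wells for full effect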
inhibitors of VEEV 10K pilot screen = recorded beside inhibitors of VEEV, whose call it bears; inhibition, %; measured here: 10K pilot screen inhibition
* marks the source's active call; other numbers are inactive results; i = inactive; ? = inconclusive; / = no result given; & = joins results of further samples.

SMILES | inhibitors of VEEV | H37Rv inhibition | influenza NS1A | PhoP GFP inhibition | M. tuberculosis | others
CNC(=O)/C(C#N)=C1\SC(Cc2ccc(F)cc2)C(=O)N1c1ccccc1C (stereo not given) | 6.0% | 2% | -24% | 3% | 21%
Cc1ccc(C)c(CN2CCSCC2)c1 | 1.3% | -5% | -8% | -4% | -11%
Cc1cc(C)cc(NC(=O)c2ccc(CNc3c(N4CCOCC4)c(=O)c3=O)cc2)c1 | 2.4% | -2% | 1% | -20% | /
O=C(NCCCc1ccccc1)C1CCN(c2nnc(-n3cccc3)s2)CC1 | 2.3% | -4% | 34% | -7% | /
O=C(CC(Nc1ccc(Cl)cc1Cl)C(=O)O)c1ccccc1 (stereo not given) | 2.0% | 0% | 12% | 3% | 58%
CCOc1ccc(NC(=O)C2CCN(S(=O)(=O)c3ccc4c(c3)N(C(C)=O)CCO4)CC2)cc1 | 0.6% | 0% | 8% | 5% | 7%
COc1ccccc1OCCNC(=O)C1CC(=O)N(c2cccc(SC)c2)C1 (stereo not given) | 2.5% | 11% | 1% | 6% | 1%
CCc1ccc(S(=O)(=O)NCCc2cn3ccc(C)cc3n2)s1 | 3.0% | 1% | -9% | -6% | 10%
Cc1nc2sc(-c3ccccc3)cc2c(=O)n1-n1cccc1 | 7.2% | 2% | 11% | -2% | 2%
Cc1sc(NC(=O)Cc2ccc3c(c2)OCO3)nc1-c1ccc2c(c1)CCN2C(=O)c1cccc(F)c1 | 8.5% | ? | 5% | -6% | -3%

Entries shown so far containing a carbonyl joined to an NH by a bond outside any ring:
SMILES | inhibitors of VEEV | H37Rv inhibition | influenza NS1A | PhoP GFP inhibition | M. tuberculosis | others
CNC(=O)/C(C#N)=C1\SC(Cc2ccc(F)cc2)C(=O)N1c1ccccc1C (stereo not given) | 6.0% | 2% | -24% | 3% | 21%
Cc1cc(C)cc(NC(=O)c2ccc(CNc3c(N4CCOCC4)c(=O)c3=O)cc2)c1 | 2.4% | -2% | 1% | -20% | /
O=C(NCCCc1ccccc1)C1CCN(c2nnc(-n3cccc3)s2)CC1 | 2.3% | -4% | 34% | -7% | /
CCOc1ccc(NC(=O)C2CCN(S(=O)(=O)c3ccc4c(c3)N(C(C)=O)CCO4)CC2)cc1 | 0.6% | 0% | 8% | 5% | 7%
COc1ccccc1OCCNC(=O)C1CC(=O)N(c2cccc(SC)c2)C1 (stereo not given) | 2.5% | 11% | 1% | 6% | 1%
Cc1sc(NC(=O)Cc2ccc3c(c2)OCO3)nc1-c1ccc2c(c1)CCN2C(=O)c1cccc(F)c1 | 8.5% | ? | 5% | -6% | -3%

(more compounds)
SMILES | inhibitors of VEEV | H37Rv inhibition | influenza NS1A | PhoP GFP inhibition | M. tuberculosis | others
CCOC(=O)/C(C#N)=C/Nc1ccccc1OC(F)(F)F | 1.4% | 18% | / | -3% | 8%
CC1=C(C(=O)OCc2ccccc2)C(c2ccccn2)c2c(n(C)c(=O)n(C)c2=O)N1 (stereo not given) | 1.7% | -5% | -7%&13% | 5% | 3%
O=C(NNC(=S)Nc1ccc(Br)cc1)c1ccccc1 | 3.8% | 9% | -10% | -4% | 21%
O=C(CCCCn1c(=O)[nH]c2ccccc2c1=O)N1CCN(c2ncccn2)CC1 | 3.1% | -12% | 6% | / | /
CC(=O)c1c(C)[nH]c(C(=O)Nc2nc(-c3ccc(-c4ccccc4)cc3)cs2)c1C | 21% | 3% | -7% | -1% | 5%
COC(=O)C1=C2SCC(=O)N2C(N)=C(C#N)C1 | 1.4% | 3% | -28% | 4% | 12%
CCOP(=O)(OCC)/C(C#N)=C/c1ccc([N+](=O)[O-])cc1 | 1.0% | -10% | -4% | 4% | 13%
CCc1nnc(NC(=O)CCC(=O)N2CCN(CCOc3ccc(C)cc3)CC2)s1 | 0.6% | 4% | 2% | -6% | 30%
CC(C)Cc1ccc(/C=C/C(=O)N2CCOCC2)cc1 | 0.3% | -1% | -4% | 5% | 16%
CC(=O)N1CCN(c2ncnc3sc(-c4ccccc4)cc23)CC1 | 11% | -2% | -15% | 3% | 18%
CC(C)c1cc(-c2cc(-c3ccc(Cl)cc3)on2)nc(NC2CCCC2)n1 | 0.8% | 4% | -2% | -2% | -7%
CC(C)N1CC2=C(OC(N)=C(C#N)C2c2cccnc2)/C(=C/c2cccnc2)C1 (stereo not given) | 1.4% | / | 3% | -11% | -4%
O=C(CSc1n[nH]c(=O)[nH]c1=O)N1CCCCCC1 | 5.2% | -4% | -1% | 9% | -3%
N#Cc1nc(-c2ccccc2F)oc1NCc1cccc2c1OCO2 | 0.1% | 0% | 8% | 0% | 26%
CC1(C)CC(=O)c2c(O)cc(OCC(=O)Nc3ccc(CCO)cc3)cc2O1 | 3.4% | -8% | 5% | 8% | 20%
O=C(CSc1nc2cc(Cl)ccc2s1)NCC1CCCO1 (stereo not given) | 1.7% | 34% | 1% | / | ?
Nc1ncnc2c(C3OC(CO)C(O)C3O)scc12 (stereo not given) | 1.0% | / | -1% | / | /
Cn1c(=O)c2c(nc(Br)n2CC(=O)c2cccs2)n(C)c1=O | 0.2% | -1% | -13% | 4% | 6%
O=C(O)C1C2C=CC3(CN(C/C=C/c4ccccc4)C(=O)C13)O2 (stereo not given) | 3.3% | 2% | -1% | 6% | 9%
CCOC(=O)[C@H]1[C@H]2COc3ccc(Br)cc3[C@H]2N2C(=O)CNC(=O)[C@@]12C | 8.0% | -2% | -15% | / | 11%
CCN(CC)c1ccc(C2NC(=O)NC(C)=C2C(=O)Nc2ccccc2)cc1 (stereo not given) | 1.7% | 3% | 11% | 19% | 17%
Cc1cc(C)n(CC(=O)N/N=C/c2ccccn2)n1 | i | 3% | -3% | -5% | -23%
CN1CCN(NC(=O)c2cc(Br)ccc2Cl)CC1 | 3.7% | -2% | 1% | -8% | -6%
O=C(CN1C(=O)/C(=C/c2ccccc2)SC1=S)Nc1cccnc1 | 1.9% | 4% | 6% | -10% | -15%
Cc1cc(C)nc(SCC(=O)Nn2cnnc2)n1 | 0.1% | -3% | 8% | 9% | -8%
O=C(CCc1nnc2ccc(N3CCCC3)nn12)Nc1ccc(F)c(F)c1 | 2.0% | 3% | 1% | 10% | 5%
COc1cc(SC)ccc1C(=O)Nc1ccc2c(c1)OCCO2 | 5.0% | 51% | 4% | 4% | 28%
OCCN1CCN(CCOc2cccc(Cl)c2)CC1 | 0.0% | 2% | 1% | 6% | -10%
COc1ccc(NC(=O)c2ccc3nc[nH]c3c2)c(OC)c1 | 1.1% | -2% | -4% | -11% | -1%
N#C/C(=C/c1ccc(N2CCCCC2)o1)C(=O)NCCc1c[nH]c2ccccc12 | 35% | -4% | -5% | -6% | 72%
Cc1cc(C(F)(F)F)n2nc(-c3sccc3-n3cccc3)cc2n1 | 3.3% | -7% | -9% | 11% | 0%
COCCCn1c(=O)/c(=C\c2ccccc2OC(F)F)s/c1=C(/C#N)C(N)=O | 0.9% | -1% | -18% | 10% | -3%
Cc1cc(N2CCN(c3ccccn3)CC2)n2cc(-c3ccccc3)nc2n1 | 3.9% | 39% | 6% | 6% | 20%
Cc1c(Cl)cccc1NCC(=O)NN=C1CCCC1 | i | 3% | 1% | -16% | -2%
COc1cccc(C(c2c(NC(=O)c3ccco3)sc(C)c2C)N2CCOCC2)c1 (stereo not given) | i | 2% | 0% | / | 13%
Cc1ccc(N=Nc2c(C)[nH]n(-c3ccccc3)c2=O)cc1Br | 1.0% | 3% | 2% | -1% | -25%
CCn1c(C(C)NC(=O)c2cccc(C)c2)n[nH]c1=S (stereo not given) | 0.5% | 5% | -5% | 8% | 28%
CCCCNC(=O)c1cc(-c2ccc(OC)cc2)on1 | 4.7% | / | -4% | -5% | /
CCOc1ccc(CN(C)c2ccc(S(=O)(=O)N3CCN(C)CC3)cc2[N+](=O)[O-])cc1OC | 2.6% | 1% | 0% | / | 12%
CCCN1C(=O)C2(/C(=C(\O)c3ccc4c(c3)OCCO4)C(=O)C(=O)N2CCCOC)c2ccccc21 (stereo not given) | 1.1% | -6% | -1% | 16% | -9%
O=C(CSc1ncnc2ccccc12)NCCc1ccccc1 | 0.8% | 3% | -4% | -3% | 13%
Cc1cccc(N2CC(C(=O)O)CC2=O)c1C (stereo not given) | i | 4% | 1% | 1% | -6%
CC(C)N1CCC(N2CCN(CC#Cc3ccccc3)CC2CCO)CC1 (stereo not given) | 0.6% | 0% | 3% | 11% | 6%
Nc1nc(SCc2ccc3c(c2)OCCO3)n[nH]1 | i | -4% | -2% | 6% | 4%
O=C(Cc1cccs1)Nc1cccc(-c2nc3ccccc3[nH]2)c1 | 6.2% | -3% | 1% | 2% | -9%
CC(C)c1ccc2[nH]c(O)c(N=NC(=O)c3ccc(CSc4nncn4C)cc3)c2c1 | i | >100µM* | 14% | 5% | 0%
Cc1cc2cc(CNC(=S)NC3CCCCC3)ccc2n1C | 0.9% | 5% | 25% | 15% | ?
COc1cccc(/C=C/C(=O)Nc2ccc(C(=O)Nc3cccc(S(N)(=O)=O)c3)cc2)c1OC | 1.7% | 8% | 6% | 4% | 7%
CCOc1ccccc1NC(=O)N1CCCC1C(=O)NCc1ccco1 (stereo not given) | 1.9% | / | 1% | / | /
O=C(OC1CCOC1=O)c1cc(-c2ccc(Br)cc2)nc2ccccc12 (stereo not given) | 2.2% | -9% | 1% | 3% | 2% | inhibitors of VEEV 10K pilot screen=1.7
Additional structures follow:
SMILES | inhibitors of VEEV | H37Rv inhibition | influenza NS1A | PhoP GFP inhibition | M. tuberculosis | others
NS(=O)(=O)c1ccc(NC(=O)/C=C/c2ccc3c(c2)OCO3)cc1 | i | 0% | 0% | 7% | -7%
CCCc1cc(=O)[nH]c(SCc2cc(Cl)ccc2OC(F)F)n1 | 3.0% | / | -10% | -9% | /
CC(C)c1cccc(C(C)C)c1OC(=O)[C@H]1OC(C(C)(C)C)=C[C@@H]1c1ccccc1 | i | -3% | -11% | / | -16%
COc1ccc(OC)c(S(=O)(=O)Oc2ccc(N)c3ccccc23)c1 | 2.6% | -6% | 6% | -23% | 37%
N#CCS(=O)(=O)c1ccccc1 | 0.1% | 0% | -2% | -8% | -11%
O=C1CN=C(c2ccc(Cl)cc2)c2oc3ccccc3c2N1 | i | 4% | / | 6% | -1%
COc1ccc(-c2nc3ccccc3n2Cc2ccc(C)cc2)cc1 | 1.9% | 5% | -2% | -7% | 37%
Cc1ccc(S(=O)(=O)N(CCCN(C)C)Cc2ccc3c(c2)OCO3)cc1 | 0.7% | 9% | -1% | -11% | 14%
CCCC1C2CN(C(C)=O)CC=C2C(C#N)=C(N)C1(C#N)C#N (stereo not given) | 0.6% | 3% | 3% | -2% | -13%
COc1cc(-c2nn3c(-c4cccnc4)nnc3s2)cc(OC)c1OC | 5.8% | 0% | -4% | 13% | -4%
Cc1ccc(NC(=O)N[C@H](C(=O)O)C(C)C)c(C)c1 | 1.1% | -16% | 10% | 11% | -16%
COc1ccccc1CNC(=O)CCS(=O)(=O)c1ccc2c(c1)CC(C)N2C(=O)C1CC1 (stereo not given) | 9.9% | 3% | -9% | 7% | 8%
Cc1ccc(-c2csc(=S)n2CC(=O)OCC(=O)NCc2ccc(F)cc2)cc1 | / | -3% | / | -1% | -11%
CC(=O)c1cccc(NC(=O)COC(=O)Cn2cnc3ccccc32)c1 | 1.4% | 2% | -1% | / | 4%
c1cnc(N2CCN(Cc3ccc4c(c3)OCO4)CC2)nc1 | 0.7% | 1%&-3% | 2%&-6% | 3% | -3%&-7%
Cc1ccc2[nH]cc(CCCN3C(=O)c4ccccc4C3=O)c2c1 | i | 14% | 10% | -2% | 16%
COc1ccc(NC(=S)N(CCN2CCCCC2)Cc2ccco2)cc1 | 0.1% | 1% | -4% | 6% | 1%
O=C(N/N=C/c1ccoc1)c1ccccc1Br | 1.3% | 1% | -5% | -6% | 2%
O=C(COc1ccccc1)OC(C(=O)c1ccccc1)c1ccccc1 (stereo not given) | 1.2% | 0% | -16% | -3% | -18%
CCOc1ccc(NC(=O)Cc2ccc(S(=O)(=O)N3CCCCC3)cc2)cc1OCC | 9.5% | -5% | 2% | / | 18%
Cc1nn(-c2ccccc2)c(Cl)c1/C=N/NC(=O)c1ccccc1F | 11% | ? | 2% | -8% | 69%
COc1ccc(/C=N/N=C(\N)c2nonc2N)cc1OC | i | 3% | -5% | 5% | 18%
CCc1cccc2c(C(=O)COC(=O)c3cnc(C)cn3)c[nH]c12 | 2.5% | -15% | 4% | / | -21%
C=CCCC(=O)Nc1nc(C)c(-c2csc(Nc3cc(OC)ccc3OC)n2)s1 | 9.3% | ? | 7% | -31% | 19%
Oc1c(Cl)cc(Cl)cc1C=Nc1ccccc1N1CCCC1 | / | 8% | / | -1% | 77%
